High-throughput results from PubChem BioAssay.
hcGAS lum – human cGAS inhibition. inhibition, % at 12.5 µM. Q8N884. hit rate 0.081% among 290,000. recombinant h-cGAS, ATP depletion, Kinase-Glo luminescence. AID 1259398;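 further: 0% = vehicle reaction and 100% = reaction without DNA for no activity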
Target sequence (Q8N884 whole entry, looked up): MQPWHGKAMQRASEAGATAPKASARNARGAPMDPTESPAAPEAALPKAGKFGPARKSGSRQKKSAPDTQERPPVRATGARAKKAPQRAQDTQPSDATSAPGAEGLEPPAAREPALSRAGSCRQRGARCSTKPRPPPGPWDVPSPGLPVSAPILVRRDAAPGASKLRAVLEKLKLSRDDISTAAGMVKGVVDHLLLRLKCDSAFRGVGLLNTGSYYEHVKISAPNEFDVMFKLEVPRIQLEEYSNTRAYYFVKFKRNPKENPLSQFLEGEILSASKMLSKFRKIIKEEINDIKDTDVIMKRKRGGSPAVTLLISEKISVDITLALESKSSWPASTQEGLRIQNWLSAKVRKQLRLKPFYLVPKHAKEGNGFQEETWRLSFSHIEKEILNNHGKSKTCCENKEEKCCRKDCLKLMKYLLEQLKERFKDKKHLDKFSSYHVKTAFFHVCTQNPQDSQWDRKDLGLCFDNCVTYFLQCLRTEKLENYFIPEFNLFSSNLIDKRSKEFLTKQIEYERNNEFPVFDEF
mcGAS inh – blocks mouse cGAS activity; Q8C6L5; recombinant cGAS, Kinase-Glo ATP depletion luminescence; inhibition, % at 12.5 µM; hit rate 0.15% among 160,000; AID 1259399;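 further: 0% = negative control wells and 100% = reference inhibitor with no enzyme activity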
NPYLR7 agonist – mosquito NPYLR7 agonism | HEK293T NPYLR7/Galpha15, GCaMP6s calcium fluorescence | activation, % at 10 µM | hit rate 0.15% among 270,000; in the data active means activation above about 40%;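 further: 0% = vehicle and 100% = reference agonist at the receptor; some compounds past the cut are filed as inactive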
* marks the source's active call; other numbers are inactive results; . = no result given; & = joins results of further samples. Unless noted, no stated cut-off is given here; in the data, active means inhibition above about 40%; inactive means the rest. This is a random part of the collection. Share with any hit: about 0.27%.

SMILES	hcGAS lum	mcGAS inh	NPYLR7 agonist
O=C(NC1CCCOc2ccccc21)N1CCC(O)(C(F)(F)F)C1 (configuration not stated)	-7	-11	1
CCC(=O)N1CCC(c2nc(-c3ccc(F)c(F)c3)no2)CC1	-3	-3	6
CCOC(=O)N1CCN(c2nc3ccsc3c(=O)s2)CC1	2	.	-4
COc1ccccc1N1CCN(C(=O)c2cc(-c3ccc(C)c(C)c3)nn2-c2cccc(Cl)c2)CC1	-6	-2	-2
COc1ccccc1C1CC(c2ccccc2NS(C)(=O)=O)=NN1S(C)(=O)=O (configuration not stated)	-7	-3	10
COc1ccc(N2CC(NC(=O)N3CCC(C(N)=O)CC3)CC2=O)cc1OC (configuration not stated)	-5	-8	0
O=C(c1ccccc1)N1C(F)(F)C1(C(F)(F)F)C(F)(F)F	-3	-6	-8
CCOC(=O)C1(Cc2cccc(Cl)c2)CCCN(C(=O)c2ccc(C(C)=O)cc2)C1 (configuration not stated)	-5&-4	-1	-1&0
CC1(C(=O)NC2CC2)CCN1C(=O)Cc1ccc(Cl)cc1Cl (configuration not stated)	-7	-7	0
CCCN(CCc1c[nH]c2ccc(NC(=O)COC)cc12)CC1CC1	0	-4	9
CC(=O)O[C@H]1C[C@@H](OC(C)=O)C(C)(C)C2C[C@@H](OC(C)=O)[C@@]3(C)C4=CC(=O)O[C@@H](c5ccoc5)[C@]4(C)CCC3[C@]21C (some centres not stated)	-1	-2	.
CC(C)NC(=O)CC(c1ccc(Cl)cc1)c1cn(C)c2ccccc12 (configuration not stated)	-6	-4	.
CNC(=O)[C@@H]1[C@@H](c2ccccc2)CN2CCN(c3ccccn3)C[C@H]12	-6	-7	-2
COCCCNC(=O)C(NC(=O)C1CC1)C1CCN(C(=O)c2ccc(Cl)cc2)CC1 (configuration not stated)	-7	-4	14
CC(C)n1ccnc1-c1ccnc2c1ccn2C	-4	-15	6
CCOCCn1c(=O)c2c(nc3n(C(C)C)c(C)cn23)n(C)c1=O	-8	.	7
O=C(CCN(CCCN1CCOCC1)c1nc(-c2cccs2)nc2ccccc12)N1CCN(c2ccccc2F)CC1	-4	-5	.
CCn1c(CC2CCN(C(=O)OCC(C)(C)C)CC2)nn(C)c1=O	2	-12	4
CC(C)(C)CC(=O)Nc1ccc2nc(-c3ccoc3)nn2c1	-3	-7	8
O=c1[nH]ccn(-c2ccc(F)cc2)c1=O	3	.	0
COC(=O)c1ccccc1NC(=O)N1CCN(C(=O)c2cccc(F)c2)CC1	-1	-3	3
CCCc1[nH]n(-c2ccccc2)c(=O)c1C1=C([n+]2cccc(C)c2)C(=O)N(Cc2ccc(F)cc2)C1=O	-14	-10	-4
CCOC(=O)c1cc(-c2cccc(C(F)(F)F)c2)nc2nc(SC)[nH]c(=O)c12	-8	.	5
O=C(c1cncc(Br)c1)N1CCN(c2nc3nccc(-c4cc(Cl)ccc4Cl)n3n2)CC1	-4	-4	.
Cc1sc2nc(CCc3ccccc3)nc(N3CCN(C(=O)COc4ccc(Cl)cc4)CC3)c2c1C	-12	-4	-2
CC1CN(c2cc(Cl)nc(SCC(=O)NCCN3CCCC3)n2)CCN1C(=O)c1ccccc1Cl (configuration not stated)	1	0	-12
Cn1nc(C(=O)NC2CC3CCC2C3)cc1-c1ccco1 (configuration not stated)	-4	-5	.
CCc1nc2n(n1)C(=O)C(C(c1ccc(C(C)C)cc1)N1CCN(C(C)=O)CC1)S2 (configuration not stated)	-2	-6	-2
CC(C)(CCC(=O)OC(C)(C)C)NCc1cccs1	-7	.	5
CC(Sc1nccn1-c1ccccc1C(C)C)C(=O)NC(N)=O (configuration not stated)	-5	-8	2
O=C(COc1ccsc1C(=O)N1CCN(c2ccccn2)CC1)N1CCN(c2ccccn2)CC1	-4	-4	-8
N#CC1(c2ccccc2)CCN(C(=O)C2CCCCC2C(=O)NCCNc2ccc([N+](=O)[O-])cn2)CC1 (configuration not stated)	2	-2	15
COC(=O)Cc1ccc(NC(=O)c2cnccn2)cc1	-7	.	6
O=C(NC1C=CS(=O)(=O)C1)C(=O)N1CCc2ccccc2C1 (configuration not stated)	-1	.	5
C1CC(Nc2nc(C3CC3)no2)C2CCOC2C1 (configuration not stated)	-7	-16	-6
CCOCCOC(=O)C1=C(C)N(C)C(=O)NC1c1ccc(Cl)c(Cl)c1 (configuration not stated)	-5	.	-6
CN(C)C(=O)c1nn(-c2ccccc2Cl)c2c1CCCC2	-7	-5	10
FC(F)(F)Oc1ccc(Nc2ncnc3[nH]ncc23)cc1	-8	.	2
COc1cccc(C(=O)Nc2nn(C)c3c2C(c2ccco2)CC(=O)N3)c1OC (configuration not stated)	0	1	-18
CCN1CCN(c2nc(Nc3ccc(SC(F)F)cc3)c3cnn(-c4ccccc4)c3n2)CC1	-6	-10	1
NC(=O)c1csc(N2CCCC(c3[nH]ncc3-c3ccc(F)cc3)C2)n1 (configuration not stated)	-5	-10	.
CN(C)S(=O)(=O)c1cccc(C(=O)NNC(=O)c2cccc(Br)c2)c1	-8	-9	.
COCCCn1c(SCc2ccc(F)c(Cl)c2)nnc1-c1cc(-c2ccccc2)nc2ccccc12	-2	-3	-3
Cc1cc(NC(=O)C2CC2)sc1C(=O)N(C)CC1CC1	2	.	-23
Fc1c(F)c(F)c(CSc2cn[nH]n2)c(F)c1F	-4	.	1
COc1ccc(CN(CC(C)C)C(=O)COCc2ccccc2)cc1OS(C)(=O)=O	-11	-7	4
Cc1cc(=O)[nH]c(-n2nc(C3CC3)cc2NC(=O)COc2ccccc2F)n1	0	.	1
COC(=O)C1=C(C)N(c2ccc(N(C)C)cc2)C(C)=C(C(=O)OC)C1c1ccc(Cl)cc1	-4	-3	7
Fc1ccc(-c2nc(Nc3cccc(C(F)(F)F)c3)c3ccccc3n2)cc1	-5	-3	17
CN(C)CCN(C(=O)c1cccc2ccccc12)C1CCCC1	-18	.	0

Further results.
SMILES	hcGAS lum	mcGAS inh	NPYLR7 agonist
C=CCNC(=O)C(NC(=O)c1cccc(C)c1)C1CCN(C(=O)c2cccc(OC)c2)CC1 (configuration not stated)	-4	-4	-2
COCCN1Cc2cc(OC)ccc2NCCC1=O	-4	-9	24
S=c1[nH]nc2c3cnn(-c4ccccc4)c3ncn12	4	.	31
CC(=O)Nc1cc(F)c(F)cc1NC(=O)c1ccc(OCCN(C)C)nc1	-6	.	1
COc1ccc(C(=O)N(Cc2cccc(OS(=O)(=O)c3cccc(C(F)(F)F)c3)c2)C(C)C)cc1	-15	-6	-10
CCOC(=O)c1ccc(NC(=O)CN2CCc3[nH]c4c(C)c(Cl)ccc4c(=O)c3C2)cc1	1	0	-7
COc1ccc(C(=O)N2C(C(=O)NCc3ccccn3)COC23CCN(C(=O)c2cccs2)CC3)cc1 (configuration not stated)	3	1	-7
O=C(Nc1cccnc1)C1COc2ccccc2O1 (configuration not stated)	-2	.	-6
O=C1NC(=S)NC1=Cc1ccc2c(c1)OCO2	-6	.	7
CCc1ccc(N2CC(C)Cn3c2nc2c3c(=O)n(CC(C)C)c(=O)n2C)cc1 (configuration not stated)	-5	.	-3

13 successive compounds out of the list so far, quoted:
SMILES	hcGAS lum	mcGAS inh	NPYLR7 agonist
Fc1c(F)c(F)c(CSc2cn[nH]n2)c(F)c1F	-4	.	1
COc1ccc(CN(CC(C)C)C(=O)COCc2ccccc2)cc1OS(C)(=O)=O	-11	-7	4
Cc1cc(=O)[nH]c(-n2nc(C3CC3)cc2NC(=O)COc2ccccc2F)n1	0	.	1
COC(=O)C1=C(C)N(c2ccc(N(C)C)cc2)C(C)=C(C(=O)OC)C1c1ccc(Cl)cc1	-4	-3	7
Fc1ccc(-c2nc(Nc3cccc(C(F)(F)F)c3)c3ccccc3n2)cc1	-5	-3	17
CN(C)CCN(C(=O)c1cccc2ccccc12)C1CCCC1	-18	.	0
C=CCNC(=O)C(NC(=O)c1cccc(C)c1)C1CCN(C(=O)c2cccc(OC)c2)CC1 (configuration not stated)	-4	-4	-2
COCCN1Cc2cc(OC)ccc2NCCC1=O	-4	-9	24
S=c1[nH]nc2c3cnn(-c4ccccc4)c3ncn12	4	.	31
CC(=O)Nc1cc(F)c(F)cc1NC(=O)c1ccc(OCCN(C)C)nc1	-6	.	1
COc1ccc(C(=O)N(Cc2cccc(OS(=O)(=O)c3cccc(C(F)(F)F)c3)c2)C(C)C)cc1	-15	-6	-10
CCOC(=O)c1ccc(NC(=O)CN2CCc3[nH]c4c(C)c(Cl)ccc4c(=O)c3C2)cc1	1	0	-7
COc1ccc(C(=O)N2C(C(=O)NCc3ccccn3)COC23CCN(C(=O)c2cccs2)CC3)cc1 (configuration not stated)	3	1	-7

Remaining list, next part.
SMILES	hcGAS lum	mcGAS inh	NPYLR7 agonist
COCc1c(C(=O)NC2CCC(n3cnnc3)CC2)noc1C (configuration not stated)	-6	.	28
CCOC(=O)N1CCC(N2CCC(CO)(CCOc3ccccc3)CC2)CC1	-5	-2	-5
COC(=O)CCc1c(C)nn(-c2ccc(C(=O)NN(C)c3ccccc3)cc2)c1C	-6	-5	0
Cc1nc2n(n1)C(=O)C(C(c1ccccc1)N1CC(C)OC(C)C1)S2 (configuration not stated)	-10	.	2
CCn1c(CO)c[nH]c1=S	-6	.	1
c1cnc(O[C@@H]2CO[C@H]3[C@@H]2OC[C@@H]3n2nnnc2Sc2ncccn2)nc1	-6	-8	-8
C=C(Br)CNC(=O)C1CC1c1cccc(C)c1 (configuration not stated)	-8	.	5
CCOC(=O)C(Cc1ccccc1)NC(=O)N1CCN(CC(OCc2cccc(OC)c2)c2ccc(Cl)cc2)CC1 (configuration not stated)	-4	-5	.
Cc1cc(N2C(=O)CSC2c2coc3ccccc3c2=O)no1 (configuration not stated)	-6	-7	4
O=[N+]([O-])c1cnc(Nc2cccc(Cl)c2)c([N+](=O)[O-])c1	-9	-4	-4
COc1cn(CC(=O)Nc2c(C)cc(C)cc2C)c(CSc2nc(C)cs2)cc1=O	-4	-10	-5
COc1ccc(NC(=O)N2CCSC2c2cccc(F)c2)cc1 (configuration not stated)	-1	-2	-1
Cc1cccc(OCc2nc(CN(CCN(C)C)C(=O)c3cccc(C)c3)cs2)c1	-3	-8	-8
CC(C)N(CC(=O)N(Cc1cccn1Cc1ccccc1Cl)C1CCCCC1)S(=O)(=O)c1ccc(F)cc1	-4	2	-9
Cc1nc2scc(C)n2c(=O)c1NC(=O)c1ccc(Br)o1	-10	-8	10
Cc1ccc(CN(CC(O)COCC(C)C)C2CC2)o1 (configuration not stated)	-6	-6	21
CCN(CC)C(=O)[C@@H]1C[C@@H](NC(=O)C2CCCC2)CN1Cc1nc[nH]c1C	-12	-5	.
Cc1cc(C)n(CCn2cc(CCc3ccccc3)nn2)c(=O)n1	-9	.	10
Cc1cc(C)n2c(NC3CCCCC3)c(-c3ccc(F)cc3)nc2c1	-5	-4	.
CCCOC(=O)C1=C(C)NC2=C(C(=O)CCC2)C1c1ccc(C)cc1 (configuration not stated)	-4	-3	-6
O=S(=O)(CCN1CCCC(OCCO)C1)Oc1ccccc1 (configuration not stated)	-8	.	7
Cc1nnc(NC(=O)CSc2nnc(CNC(=O)c3cc(Br)ccc3Cl)n2-c2ccc(F)cc2)s1	-3	.	-5
Cc1c(Br)c([N+](=O)[O-])nn1CC(=O)N(C)C1CCCCC1	-3	-4	0
CC(=O)c1cc(CN2CCCC(CNS(=O)(=O)c3cccc4cccnc34)C2)cs1 (configuration not stated)	-11	.	2
CCCCSc1nc2c(c(=O)n1-c1ccccc1OC)SCC2	-7	.	0
O=C(NCc1ccncc1)c1coc(CN(CCc2c[nH]c3ccccc23)Cc2cccc(C(F)(F)F)c2)n1	7	1	-11
CCOc1ccc(S(=O)(=O)N2CCCCC2)cc1NC(=O)c1ccoc1C	-8	.	2
O=S(=O)(NCc1ccccc1)N(Cc1ccccn1)C1CCCCC1	-6	.	2
Cc1cccc(-c2ccc(NC(=O)C3CCN(C(=O)c4csnn4)CC3)cc2)c1	1	-7	3
O=C1NCCN2CCN(Cc3c(-c4ccccc4)nc4ncccn34)CC12 (configuration not stated)	-1	-17	8
Cc1ccc(-c2csc(=Nc3ccc(C)c(C)c3)n2N2CCOCC2)cc1	-3	-7	-3
O=C(c1cccc2cnccc12)N1CCc2c(ncnc2N2CCOCC2)C1	-3	-16	1
O=C(CC1Cc2ccccc2C1)N1CCC(n2cnc3cc(C(F)(F)F)ccc32)CC1	-2	-1	-5
COC(=O)C1=C(O)/C(=C\c2cccn2C)SC1=Nc1cccc(Cl)c1	-4	-2	-6
Cc1cc(O)c(C(c2ccccn2)N2CCN(c3ccccn3)CC2)c(=O)n1Cc1ccco1 (configuration not stated)	-9	.	9
COc1ccc(C(c2c(-c3ccccc3)n(O)c3ccccc23)N2CCOCC2)cc1 (configuration not stated)	0	.	-6
Cc1ccc(C(C)NC(=O)c2cccc(NCc3sccc3C)c2)nc1 (configuration not stated)	-2	-15	22
CCN1CCN(C(=O)c2cc(-c3ccc(Cl)cc3)n(-c3cccc(OC)c3)c2C)CC1	-7	-5	10
CCOC(=O)c1nn(-c2ccc(C)cc2)c(=O)cc1OCC(=O)Nc1ccc(Br)cc1	-6	.	8
O=C(CSc1nc(=O)n(CCO)c2c1CCC2)N1CCc2ccccc21	-8	-8	-11
O=C(c1ccc(Cl)c(Cl)c1)N1CCCN(c2nc(C3CCOCC3)nc3c2cnn3-c2ccccc2)CC1	4	0	-4
Cc1noc(C)c1S(=O)(=O)Nc1ccccc1C(=O)Nc1ccccc1	-2	.	21
COc1ccc(CCNC(=O)c2ccccc2N2CCC(NC(=O)c3ccc([N+](=O)[O-])cc3)CC2)cc1OC	0	-4	-1
COc1cc(CN2C(=O)C(C)Sc3ccc(-c4ccco4)cc32)cc(OC)c1 (configuration not stated)	0	.	12
O=C1c2sc3nnc(-c4ccccc4)c(=O)n3c2C(=O)N1Cc1ccccc1	-2	-2	0
